Eya2 inh: inhibitors of human Eya2 phosphatase activity. O00167. recombinant Eya2, OMFP fluorescence dephosphorylation (OMFP is methylfluorescein phosphate). Potency, µM (highest dose often 76.9 µM), for the others: at the highest dose activity, negative = inhibition, hits mostly inhibitors. hit rate 0.006% among 330,000. AID 488837; further: potency means the concentration at half of the fitted maximal effect; on the % scale 0 is the no-effect control and ±100 the full control effect
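Eya2 (0.2 uM) preincubated 10 min at ambient with compound, then OMFP substrate added at 50 uM; 10 min reaction in 50 mM HEPES pH 7.5, 50 mM NaCl, 5 uM MgCl2, 0.05% BSA, 1 mM DTT. Fluorescence read at Ex 485/Em 525 nm.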
ELG1 repair inh: inhibitors of ELG1-dependent DNA repair in HEK293T cells | HEK293T ELG1-luciferase reporter, luminescence, 16 h; DNA damage induced by 5-fluorouridine | Potency, µM (titrated, usually from 46.1 µM), for the others: top-dose activity change, negative = inhibition, most hits filed as inhibitors | hit rate 2.3% among 330,000; further: potency means the concentration at half of the fitted maximal effect; on the % scale 0 is the no-effect control and ±100 the full control effect; nearly all actives have a fitted effect of over 55% in size
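5-Fluorouridine DNA damage + compound/DMSO, 2,000 cells/well, 16 h, 37 °C/5% CO2. ONE-Glo, 30 min RT, luminescence. Readout = decrease in reporter signal.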
Mito fusion yeast: mitochondrial division inhibition or fusion activation; S. cerevisiae fusion-defective mutant growth rescue, CellTiterGlo 48 h; Potency, µM (top dose mostly 46.1 µM), inactives show at the highest dose growth rescue (activation), actives largely listed as activators; hit rate 0.23% among 320,000; AID 485298;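 further: potency means the concentration at half of the fitted maximal effect; % of control where 0% means no effect; nearly all actives have a fitted effect of over 45% in size; temperature-sensitive fusion mutants such as fzo1-1 at 37 °C on non-fermentable ethanol glycerol medium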
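S. cerevisiae fusion-defective temperature-sensitive mutants (e.g. fzo1-1, mgm1-5) grown 48 h at 37C in YPEG (ethanol/glycerol non-fermentable) medium with 23 nl compound per well; growth rescue read as CellTiterGlo luminescence.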
TRPV1 agonist: activates the human vanilloid receptor TRPV1. activation, % at 8.33 µM. TRPV1-expressing cells, Fluo-8 calcium influx, agonist mode. Q8NER1. hit rate 0.19% among 320,000; in the data active means activation above about 80%; inconclusive means between about 30% and that limit; further: 0% is about no effect
Target sequence (Q8NER1 whole entry, looked up): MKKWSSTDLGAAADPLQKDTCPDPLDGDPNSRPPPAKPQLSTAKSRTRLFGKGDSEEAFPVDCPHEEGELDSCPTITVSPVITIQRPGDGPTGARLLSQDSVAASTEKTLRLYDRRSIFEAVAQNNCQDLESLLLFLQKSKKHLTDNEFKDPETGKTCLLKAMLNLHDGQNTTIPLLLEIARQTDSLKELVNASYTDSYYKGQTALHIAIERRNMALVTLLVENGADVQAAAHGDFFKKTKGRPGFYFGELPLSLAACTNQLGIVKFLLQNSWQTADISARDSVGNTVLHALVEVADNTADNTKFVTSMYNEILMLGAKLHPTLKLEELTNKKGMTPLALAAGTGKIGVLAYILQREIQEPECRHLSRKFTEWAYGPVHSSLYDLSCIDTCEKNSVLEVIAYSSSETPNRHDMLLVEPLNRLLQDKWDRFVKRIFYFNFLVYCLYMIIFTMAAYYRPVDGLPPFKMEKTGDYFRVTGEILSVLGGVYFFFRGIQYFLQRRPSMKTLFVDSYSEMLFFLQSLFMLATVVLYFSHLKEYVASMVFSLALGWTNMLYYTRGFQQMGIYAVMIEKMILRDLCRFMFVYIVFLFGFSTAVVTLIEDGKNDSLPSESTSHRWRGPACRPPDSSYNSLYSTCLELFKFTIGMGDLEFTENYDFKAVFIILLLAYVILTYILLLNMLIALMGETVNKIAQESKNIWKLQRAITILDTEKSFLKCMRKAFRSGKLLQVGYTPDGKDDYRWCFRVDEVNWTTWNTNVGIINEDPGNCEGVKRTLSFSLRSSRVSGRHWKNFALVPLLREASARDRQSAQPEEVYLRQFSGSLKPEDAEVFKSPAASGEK
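TRPV1-expressing cells were cultured overnight at 35.5C and loaded with Fluo-8 calcium dye for 40 to 90 min at room temperature. After a 10 s baseline, compound was added and calcium influx was read kinetically for 3 min (ex 480/em 520 nm).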
A-T KAP1 phos: candidate therapy for ataxia-telangiectasia. hit rate 0.19% among 320,000. Potency, µM (doses to about 57.5 µM), for inactives: at the top dose activation, hits mostly activators. […] A-T fibroblasts, KAP-1 phosphorylation AlphaLISA; neocarzinostatin DNA damage 30 min before lysis. AID 485349; further: potency means the concentration at half of the fitted maximal effect; % of control where 0% means no effect; nearly all actives have a fitted effect of over 45% in size
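ATM-like activity read as KAP-1 phosphorylation via AlphaLISA donor/acceptor antibody pairs after lysis and 6 hr at 25C. Cells were ATM-null patient fibroblasts ([…], hTERT), dosed 60 min, then exposed to the DSB inducer NCS for 30 min.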
hERG WT inh: KCNH2 (human, wildtype) channel inhibition | Q12809 | U2OS, BacMam KCNH2, thallium flux FluxOr; stronger effect = lower value | activity change, % at 1.84 µM | hit rate 0.37% among 340,000 | AID 720551;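 active means maximum activity change below -70%; inconclusive means maximum activity change between -70% and -50%; inactive means maximum activity change above -50%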; further: on the % scale 0 is the no-effect control and ±100 the full control effect
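U2OS cells transduced with wild-type KCNH2 virus are loaded with FluxOr dye for 45 min, and thallium flux is measured in kinetic reads before and after stimulation buffer. Rate constants are normalized to DMSO controls.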
TSHR antag: human thyrotropin receptor antagonism; TSHR-expressing cells, TSH-stimulated cAMP HTRF, 2 h; stronger effect = lower value; activity change, negative = inhibition, % at 11.5 µM; P16473; AID 504810; hit rate 0.2% among 330,000;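 active means activity change below a set negative limit, meaning inhibition stronger than a set level, cut at about -70% in these data; inconclusive means activity change between two set negative limits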; further: on the % scale 0 is the no-effect control and ±100 the full control effect
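Antagonism was scored as loss of TSH-driven cAMP in TSHR cells, stimulated with 4nM TSH (EC80) for 2 hours at 37 deg C and detected by homogeneous HTRF competition immunoassay.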
USP2a inh: blocks human ubiquitin-specific protease USP2a. O75604. hit rate 0.01% among 330,000. USP2 core, Ub-CHOP2 coupled fluorogenic reporter, 485/531. Potency, µM (titrated, usually from 38.3 µM), for inactives: at the highest dose activity change, negative = inhibition, usual class: inhibitors;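 further: potency means the concentration at half of the fitted maximal effect; plate controls were DMSO wells for no effect and full inhibition by NEM control for full effect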
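Deubiquitinase activity read as fluorescence (485/531 nm) after Ub-CHOP2 cleavage activates the enterokinase reporter on its substrate; USP2 core 10nM, Ub-CHOP2 and substrate 25nM each, 30min compound preincubation then 60min RT; data normalized to NEM, curves fitted.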
TCR act: T cell receptor activation | primary human leukocytes, anti-CD3, IL-2 HTRF, 48 h | Potency, µM (titrated, usually from 9.22 µM), without a hit: at the highest dose activation of IL-2 secretion, actives largely listed as activators | 330,000 tested, under 10 active | AID 504894; further: % of control where 0% means no effect
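Compounds are tested in HTS on primary human leukocytes co-incubated with a-CD3 beads for 48 hr. IL-2 output is measured by time-resolved FRET.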
KCNH2 3.1 inh: inhibitors of human KCNH2 3.1 potassium channel isoform; U2OS KCNH2 3.1, thallium flux FluxOr; stronger effect = lower value; activity change, % (tested at about 1.8 µM); hit rate 0.95% among 340,000; AID 720553;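 active means maximum activity change below -70%; inconclusive means maximum activity change from -70% to -50%; inactive means maximum activity change above -50%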;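 further: thallium influx rate constant from kinetic fluorescence after stimulation buffer; on the % scale 0 is the no-effect control and ±100 the full control effect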
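Thallium flux via FluxOr fluorescence (Red40 quencher, 45 min loading) in U2OS cells virally expressing the KCNH2 3.1 isoform (1.77 x 10^8 /mL virus, overnight at 37 C). Rate constants from 2-min kinetic reads post-stimulation, normalised to positive and negative controls.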
An asterisk follows results filed as active. Unless noted, the call rests on the fitted dose curve; in most records, active means well fitted curve in the direction sought with a large enough effect; inconclusive means small, poorly fitted or top-dose-only effect, or another doubt; inactive means no such curve, though single readings can be large; an effect the other way counts as inactive or inconclusive. An excerpt; the hit share may differ from the screen's.

How did CC1CC(C)CN(C/C=C/c2ccccc2[N+](=O)[O-])C1 (configuration not stated) do in these assays?
Eya2 inh: -20%; ELG1 repair inh: -4%; Mito fusion yeast: -1%; TRPV1 agonist: -2; A-T KAP1 phos: -2%; hERG WT inh: 30; TSHR antag: 7; USP2a inh: 3%; TCR act: 13%; KCNH2 3.1 inh: -1

Results for Cc1ccc(C(=O)OCC(=O)Nc2ccc3c(c2)OCCO3)cc1C ?
Eya2 inh: 16%; ELG1 repair inh: 13%; Mito fusion yeast: 3%; TRPV1 agonist: 28; A-T KAP1 phos: -6%; hERG WT inh: 5; TSHR antag: 11; USP2a inh: 1%; TCR act: -1%; KCNH2 3.1 inh: -4

How did O=C(O)C1(c2ccccc2)CCN(S(=O)(=O)c2cccc(Cl)c2)CC1 do in these assays?
Eya2 inh: -6%; ELG1 repair inh: -4%; Mito fusion yeast: 11%; TRPV1 agonist: 0; A-T KAP1 phos: -5%; hERG WT inh: 2; TSHR antag: 13; USP2a inh: 2%; TCR act: -1%; KCNH2 3.1 inh: -37

What do the screens show for `NNC(=O)c1[nH]c2ccccc2c1-c1ccccc1`?
Eya2 inh: -2%; ELG1 repair inh: inconclusive; Mito fusion yeast: -26%; TRPV1 agonist: -1; A-T KAP1 phos: 0%; hERG WT inh: -5; TSHR antag: 6; USP2a inh: 1%; TCR act: -1%; KCNH2 3.1 inh: 4

Results for COC(=O)c1ccc(NC(=O)C(C)Oc2ccccc2)cc1 (configuration not stated) ?
Eya2 inh: 17%; ELG1 repair inh: 5%; Mito fusion yeast: 4%; TRPV1 agonist: 8; A-T KAP1 phos: 3%; hERG WT inh: 3; TSHR antag: -7; USP2a inh: -2%; TCR act: -1%; KCNH2 3.1 inh: 12

Results for CSc1nc(N)nc2c1ncn2CC(=O)NCc1ccc2c(c1)OCO2 ?
Eya2 inh: -32%; ELG1 repair inh: inconclusive; A-T KAP1 phos: 28%; hERG WT inh: -13; TSHR antag: -3; USP2a inh: -1%; TCR act: 1%; KCNH2 3.1 inh: 10

What do the screens show for `CCn1c(O)c(N=NC2=NC(=O)CS2)c2ccccc21`?
Eya2 inh: -1%; ELG1 repair inh: inconclusive; Mito fusion yeast: 3%; TRPV1 agonist: 0; A-T KAP1 phos: -11%; hERG WT inh: -10; TSHR antag: 3; USP2a inh: 0%; TCR act: 5%; KCNH2 3.1 inh: 14

What do the screens show for `Cc1cc(C)cc(NC(=O)N2CCc3ccccc3C2)c1`?
Eya2 inh: 9%; ELG1 repair inh: inconclusive; Mito fusion yeast: -4%; TRPV1 agonist: inconclusive; A-T KAP1 phos: 8%; hERG WT inh: -13; TSHR antag: 9; USP2a inh: -1%; TCR act: 1%; KCNH2 3.1 inh: -5

What do the screens show for `O=C(CN1C(=O)CSC1=O)Nc1ccc(F)c(F)c1F`?
Eya2 inh: -16%; ELG1 repair inh: -2%; Mito fusion yeast: 1%; TRPV1 agonist: 0; A-T KAP1 phos: -3%; hERG WT inh: -4; TSHR antag: 4; USP2a inh: 1%; KCNH2 3.1 inh: -12

What do the screens show for `O=C1C=C(NC2CCCCC2)CCC1`?
Eya2 inh: 6%; ELG1 repair inh: 2%; Mito fusion yeast: -3%; TRPV1 agonist: 1; A-T KAP1 phos: 2%; hERG WT inh: 39; TSHR antag: 1; USP2a inh: 7%; TCR act: 4%; KCNH2 3.1 inh: 16

Results for O=C(CCC(=O)N/N=C/c1ccc(Br)o1)N/N=C/c1ccc(Br)o1 ?
Eya2 inh: 5%; ELG1 repair inh: -4%; Mito fusion yeast: 3%; TRPV1 agonist: 0; A-T KAP1 phos: 2%; hERG WT inh: 4; TSHR antag: 14; USP2a inh: 0%; TCR act: -2%; KCNH2 3.1 inh: 0

Results for O=C1CN(C(=O)c2cccc(S(=O)(=O)N3CCCC3)c2)c2ccccc2N1 ?
Eya2 inh: -1%; ELG1 repair inh: 14%; Mito fusion yeast: 3%; TRPV1 agonist: 0; A-T KAP1 phos: 2%; hERG WT inh: -4; TSHR antag: 0; USP2a inh: 8%; TCR act: 11%; KCNH2 3.1 inh: -4

Results for COc1ccc(CN(C(=O)CNC(=O)c2ccco2)C(C(=O)NCC2CCCO2)c2ccc(OC)c(OC)c2)cc1 (configuration not stated) ?
Eya2 inh: -4%; ELG1 repair inh: -4%; Mito fusion yeast: -1%; TRPV1 agonist: -3; A-T KAP1 phos: 0%; hERG WT inh: 2; TSHR antag: 0; USP2a inh: 0%; TCR act: 6%; KCNH2 3.1 inh: -4

Results for Cc1ccc(C)c(S(=O)(=O)N(C)Cc2cccs2)c1 ?
Eya2 inh: 0%; ELG1 repair inh: 5%; Mito fusion yeast: 6%; TRPV1 agonist: 17; A-T KAP1 phos: 15%; hERG WT inh: 21; TSHR antag: -47; USP2a inh: 3%; TCR act: -3%; KCNH2 3.1 inh: -6

How did Cc1cnc(C)c(N2CCN(C(=O)C3CCC(=O)N(CCc4cccc(F)c4)C3)CC2)n1 (configuration not stated) do in these assays?
Eya2 inh: -6%; ELG1 repair inh: 0%; Mito fusion yeast: 3%; TRPV1 agonist: 2; A-T KAP1 phos: 2%; hERG WT inh: -8; TSHR antag: 12; USP2a inh: 2%; TCR act: 3%; KCNH2 3.1 inh: -17

How did O=C(NCCNc1ccc2ccccc2c1)c1cccn2c(=O)c3sccc3nc12 do in these assays?
Eya2 inh: -4%; ELG1 repair inh: inconclusive; Mito fusion yeast: 0%; TRPV1 agonist: -1; A-T KAP1 phos: 3%; TSHR antag: 3; USP2a inh: 3%

How did Cc1ccc(NC(=O)C(C)N2CCOCC2)c(C(=O)c2ccccc2)c1 (configuration not stated) do in these assays?
Eya2 inh: -7%; ELG1 repair inh: -10%; Mito fusion yeast: 0%; TRPV1 agonist: 2; A-T KAP1 phos: 3%; hERG WT inh: 0; TSHR antag: 2; USP2a inh: -2%; TCR act: -4%; KCNH2 3.1 inh: -4

What do the screens show for `Cn1c(SCC(=O)NCc2cccs2)nnc1-c1ccncc1`?
Eya2 inh: -1%; ELG1 repair inh: -12%; Mito fusion yeast: -1%; TRPV1 agonist: -1; A-T KAP1 phos: 1%; hERG WT inh: -7; TSHR antag: 9; USP2a inh: 0%; TCR act: 2%; KCNH2 3.1 inh: 2

What do the screens show for `Cc1cc(NS(=O)(=O)c2ccc(NC(=O)COc3ccc(Cl)c(C)c3)cc2)no1`?
Eya2 inh: 0%; ELG1 repair inh: 9%; Mito fusion yeast: -2%; TRPV1 agonist: 0; A-T KAP1 phos: 0%; hERG WT inh: 4; TSHR antag: 8; USP2a inh: 0%; TCR act: -1%; KCNH2 3.1 inh: 12

How did Cc1cnc(NC(=O)c2ccc3ncsc3c2)s1 do in these assays?
Eya2 inh: 4%; ELG1 repair inh: inconclusive; Mito fusion yeast: 5%; TRPV1 agonist: inconclusive; A-T KAP1 phos: 10%; hERG WT inh: 2; TSHR antag: -13; USP2a inh: 1%; TCR act: 5%; KCNH2 3.1 inh: -4

What do the screens show for `O=C(Nc1ccccc1)n1cc(-c2ccccn2)c(N2CCOCC2)n1`?
Eya2 inh: 2%; ELG1 repair inh: -5%; Mito fusion yeast: -2%; TRPV1 agonist: 6; A-T KAP1 phos: 15%; hERG WT inh: 25; TSHR antag: 31; USP2a inh: -1%; TCR act: 6%; KCNH2 3.1 inh: 22

How did CCn1c(C(O)c2cccc(OC)c2OC)nc2ccccc21 (configuration not stated) do in these assays?
Eya2 inh: -9%; ELG1 repair inh: 14%; Mito fusion yeast: -2%; TRPV1 agonist: 0; A-T KAP1 phos: -9%; hERG WT inh: 18; TSHR antag: 20; USP2a inh: 1%; TCR act: 5%; KCNH2 3.1 inh: -15

What do the screens show for `CC(=O)N1c2ccc(S(=O)(=O)N3CCCC(C(=O)NC4CCCC(C)C4C)C3)cc2CC1C` (configuration not stated)?
Eya2 inh: 2%; ELG1 repair inh: -11%; Mito fusion yeast: 4%; TRPV1 agonist: 11; A-T KAP1 phos: 2%; hERG WT inh: -6; TSHR antag: -10; USP2a inh: 1%; TCR act: -4%; KCNH2 3.1 inh: 20

How did CCOC(=O)CC(=O)Nc1ccc(C)cc1 do in these assays?
Eya2 inh: 17%; ELG1 repair inh: 0%; Mito fusion yeast: 2%; TRPV1 agonist: 8; A-T KAP1 phos: -3%; hERG WT inh: 2; TSHR antag: 21; USP2a inh: -3%; TCR act: -5%; KCNH2 3.1 inh: 4

Results for CN(C)CCN(Cc1ccccc1)c1ccnc(N(C)C)c1C#N ?
Eya2 inh: -4%; ELG1 repair inh: 8%; Mito fusion yeast: -3%; TRPV1 agonist: 7; A-T KAP1 phos: -3%; hERG WT inh: 4; TSHR antag: 6; USP2a inh: -1%; TCR act: 9%; KCNH2 3.1 inh: 2
